4-MU autofl: compound fluoresces in the 4-MU spectral region | compound autofluorescence, 340/450 nm, 4-MU equivalents; stronger effect = higher value | max dye-equivalent concentration, M | actives 11% (n = 59,000); in the data active = max dye-equivalent concentration above about 10 nM; inconclusive = mostly about 1.1 nM to 9.6 nM
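Compounds in 100 mM Tris, pH 8.0, incubated 15 min at room temperature, then fluorescence read at 340 nm excitation/450 nm emission. Signal converted to 4-MU dye-equivalent concentration using an on-plate six-point 4-MU standard curve.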
Fluorescein autfl: compound autofluorescence in fluorescein spectral region; Compound autofluorescence, 480/540 nm, fluorescein-equivalent; stronger effect = higher value; max fluorescein-equivalent concentration, M; actives 0.91% (n = 59,000); in the data active = max fluorescein-equivalent concentration above about 10 nM; inconclusive = between about 1.1 nM and that limit
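In this qHTS profile, compound fluorescence was measured with a 480 nm/540 nm filter pair following a 15-min room-temperature incubation in 100 mM Tris (pH 8.0). A six-point fluorescein series on each plate served for normalization.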
Caspase-7 inhib: allosteric or competitive inhibitors of human caspase-7. recombinant caspase-7, Ac-DEVD-AFC fluorescence rate. Potency, µM (doses to about 57.5 µM), for inactives: at the highest dose activity change, negative = inhibition, actives largely listed as inhibitors. actives 0.02% (n = 75,000). AID 889; active = well fitted inhibition curve with a large enough effect in the main read-out, with a control signal flat, not every such curve was filed as active; inconclusive = small, poorly fitted or top-dose-only effect, or a change in a side signal; note: potency is the fitted concentration of half-maximal effect; % of control where 0% means no effect
Target sequence (P55210 24-198 limits assumed): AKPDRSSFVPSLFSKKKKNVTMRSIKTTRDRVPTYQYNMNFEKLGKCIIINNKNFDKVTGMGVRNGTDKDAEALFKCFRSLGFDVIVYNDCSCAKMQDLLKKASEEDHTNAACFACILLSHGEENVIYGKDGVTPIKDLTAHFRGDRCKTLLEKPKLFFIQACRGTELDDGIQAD
Target sequence (P55210 207-303 limits assumed): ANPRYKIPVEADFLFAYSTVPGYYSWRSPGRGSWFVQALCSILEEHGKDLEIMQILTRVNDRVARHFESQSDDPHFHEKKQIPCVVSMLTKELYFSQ
HEK293 cAMP cs: parental HEK293 cAMP activation (counter-screen). parental HEK293 CNG cAMP sensor, membrane potential fluorescence. Potency, µM (doses to about 57.1 µM), for the others: top-dose activation, most hits filed as activators. actives 2.5% (n = 73,000); note: potency is the fitted concentration of half-maximal effect; % of control where 0% means no effect; nearly all actives have a fitted effect of over 55% in size
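Counterscreen for endogenous-receptor signalling: CNG-channel HEK 293 cells report cAMP rise by membrane depolarization. After 60 min dye equilibration with 100 uM RO 20-1724, compounds incubated 30 min before bottom-read fluorescence at 590 nm.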
ERK AVP block: vasopressin-driven ERK pathway inhibition; HEK293-V1b, vasopressin-stimulated pERK AlphaScreen; Potency, µM (doses to about 57.5 µM), for inactives: at the top dose activity, negative = inhibition, most hits filed as inhibitors; actives 0.99% (n = 72,000); note: potency is the fitted concentration of half-maximal effect; % is set by controls: 0 for no effect and ±100 for the full control effect; nearly all actives have a fitted effect of over 55% in size
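HEK293 cells stably expressing V1b receptor, seeded overnight in 1% FBS, were treated with compounds for 30 min at 37C, then stimulated 5 min with 25 nM vasopressin; phospho-ERK read by AlphaScreen SureFire after lysis.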
A350 fluor: compound fluoresces in the Alexa 350 spectral region; Compound autofluorescence, 340/450 nm, Alexa 350 dye-equivalents; stronger effect = higher value; max dye-equivalent concentration, M; actives 11% (n = 59,000); AID 590; in the data active = max dye-equivalent concentration above about 10 nM; inconclusive = mostly about 1.1 nM to 9.6 nM
Tau filament bind: binders of human tau filaments. recombinant tau filaments, thioflavin S fluorescence, 15 h; filaments grown with octadecylsulfate alongside compound. Potency, µM (top dose mostly 57.1 µM), inactives show at the highest dose activity change, negative = inhibition. actives 2% (n = 71,000);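 note: potency is the fitted concentration of half-maximal effect; % is set by controls: 0 for no effect and ±100 for the full control effect; actives lower thioflavin S fluorescence by blocking filaments or displacing dye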
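Assay mix: 1 uM His-tagged tau, 30 uM sodium octadecylsulfate, thioflavine S dye in HEPES/NaCl/DTT buffer. Compound is added prior to the inducer. Fluorescence after 15 h at 37 C.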
Rhodamine autofl: compound autofluorescence in rhodamine spectral region; actives 0.05% (n = 59,000); max dye-equivalent concentration, M; AID 594; Rhodamine-region fluorescence, 547/598 nm, Tris buffer; stronger effect = higher value; in the data active = max dye-equivalent concentration above about 11 nM; inconclusive = between about 1.1 nM and that limit
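Intrinsic compound fluorescence, ex 547 / em 598 nm, CCD imager. Tris 100 mM pH 8.0; 15 min RT. Output = rhodamine dye-equivalent concentration at each compound concentration.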
FLuc inh: firefly luciferase inhibition | actives 2.2% (n = 72,000) | Potency, µM (titrated, usually from 57.1 µM), inactives show at the highest dose activity change, negative = inhibition, most hits filed as inhibitors | P08659 | AID 411 | purified firefly luciferase, luminescence, 8 min; note: potency is the fitted concentration of half-maximal effect; % is set by controls: 0 for no effect and ±100 for the full control effect; nearly all actives have a fitted effect of over 40% in size
Target sequence (P08659 whole entry, looked up): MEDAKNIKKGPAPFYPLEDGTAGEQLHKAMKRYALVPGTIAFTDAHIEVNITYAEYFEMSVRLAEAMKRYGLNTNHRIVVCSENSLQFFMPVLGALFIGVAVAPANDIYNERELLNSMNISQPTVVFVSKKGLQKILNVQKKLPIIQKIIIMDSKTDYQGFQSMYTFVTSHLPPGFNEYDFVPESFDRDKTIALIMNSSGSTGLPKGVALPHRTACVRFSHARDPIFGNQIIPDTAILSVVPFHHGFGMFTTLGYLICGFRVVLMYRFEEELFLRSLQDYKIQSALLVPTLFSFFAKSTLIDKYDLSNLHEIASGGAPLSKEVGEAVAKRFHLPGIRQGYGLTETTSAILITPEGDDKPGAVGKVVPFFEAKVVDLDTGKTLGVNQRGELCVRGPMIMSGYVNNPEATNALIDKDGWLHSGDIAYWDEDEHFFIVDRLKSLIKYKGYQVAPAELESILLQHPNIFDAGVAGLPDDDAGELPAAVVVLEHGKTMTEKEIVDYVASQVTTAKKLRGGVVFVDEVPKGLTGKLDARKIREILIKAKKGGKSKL
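Inhibition of light generation by firefly luciferase from ATP and luciferin was profiled with concentration-response curves per sample, ATP held at 10 uM within the enzyme's linear range. Plates were read by luminescence after an 8-minute ambient incubation.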
Casp1 inh: allosteric or competitive inhibitors of human caspase-1; P29466; AID 900; Potency, µM (highest dose often 57.5 µM), without a hit: at the top dose activity change, negative = inhibition, actives largely listed as inhibitors; actives 0.03% (n = 75,000); Caspase-1 enzyme, Ac-WEHD-AFC fluorogenic rate;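 note: potency is the fitted concentration of half-maximal effect; plate controls were vehicle for no effect and no substrate for full effect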
Texas Red fluor: compound fluoresces in the Texas Red spectral region; Compound fluorescence, Texas Red channel, 547/618 nm; stronger effect = higher value; max dye-equivalent concentration, M; actives 0.06% (n = 59,000); in the data active = max dye-equivalent concentration above about 10 nM; inconclusive = between about 1.1 nM and that limit
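Compound fluorescence was read after 15 min at room temperature in 100 mM Tris, pH 8.0, using 547 nm excitation and 618 nm emission across a concentration series. It was expressed as Texas Red dye-equivalent concentration from an on-plate standard curve.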
The depositor's hits bear a star; i = inactive; ? = inconclusive; . = not tested or not shown; & = joins results of further samples; [ ] = remark or other dose. Unless noted, calls come from the whole dose curve; as a rule, active = well fitted curve in the direction sought with a large enough effect; inconclusive = small, poorly fitted or top-dose-only effect, or another doubt; inactive = no such curve, though single readings can be large; an effect the other way counts as inactive or inconclusive. These rows are one share of the data (hit frequency here may not be typical).

SMILES | 4-MU autofl | Fluorescein autfl | Caspase-7 inhib | HEK293 cAMP cs | ERK AVP block | A350 fluor | Tau filament bind | Rhodamine autofl | FLuc inh | Casp1 inh | Texas Red fluor
CCS(=O)(=O)n1nc(-c2ccc(C)cc2)nc1N | i | i | 2% | -4% | -11% | i | -9% | i | 1% | -1% | i
CC(=O)Nc1cccc(NC(=O)CSc2nnnn2Cc2ccccc2)c1 | i | ? | -1% | 5% | -2% | i | -4% | i | 5% | 3% | ?
O=c1c2ccccc2ncn1Cc1nc2ccccc2s1 | i | ? | 5% | 2% | -18% | i | -4% | i | -37% | -1% | ?
Cc1cc(C)c2cc(C(c3nnnn3C3CCCC3)N3CCOCC3)c(=O)[nH]c2c1 (stereo not given) | ? | i | -1% | 10% | 3% | ? | -10% | i | 3% | -1% | i
COc1cc(C(=S)N(C)C)ccc1O | i | ? | 0% | 4% | -7% | i | 1% | i | 3% | 1% | i
COCCn1cc(C(=O)N2CCCC(C)C2)c2c3ccccc3n(C)c2c1=O (stereo not given) | 6.6e-07M* | i | -3% | 18% | -16% | 7e-07M* | 17% | i | 3% | -1% | i
O=C(NCCO)c1c(O)c2cccc3c2n(c1=O)CC3 | 2.2e-08M* | i | -6% | 1% | 25% | 2.6e-08M* | -1% | i | 0% | 3% | i
COc1ccc2[nH]cc(CCNc3nc(-c4ccoc4)nc4ccccc34)c2c1 | i | ? | -2% | -8% | ? | i | 4µM* | i | 0%[2.29 µM] | 1% | i
CC(C)(O)C#CC#CCN1CCOCC1 | i | ? | 1% | 0% | 7% | i | 13% | i | 1% | -2% | ?
O=C(Cn1nc(Cc2cccnc2)c2ccccc2c1=O)NCCCN1CCCC1=O | . | . | -1% | 0% | 5% | . | -4% | . | -1% | 0% | .
COCCCn1c(SCC(=O)N2CCCC(C)C2)nnc1-c1ccco1 (stereo not given) | i | ? | 0% | ? | -3% | ? | -8% | i | -1% | 1% | i
O=C(c1ccc2c(c1)OCO2)N1CCc2ccccc2C1 | i | ? | -1% | 23% | -11% | ? | -13% | i | ? | -2% | ?
O=C(NCc1ccco1)c1c[nH]c2ccc(S(=O)(=O)N3CCOCC3)cc2c1=O | ? | i | -1% | -3% | 20% | ? | -4% | i | -1% | -1% | i
Cc1cc2c(c(Sc3ccccc3)n1)C(=O)OC2 | i | i | 0% | 3% | -16% | i | -4% | i | -2% | 2% | i
COc1ccc(OCC(O)Cn2c(Nc3ccccc3)nc3c2c(=O)n(C)c(=O)n3C)cc1 (stereo not given) | i | i | 2% | -8% | 1% | i | 1% | i | 2% | -2% | i
COc1cc(C(=O)Nc2nc(OC)c(-c3ccccc3)c(OC)n2)cc(OC)c1OC | i | i | -2% | -4% | -25% | i | 70% | i | -1% | -1% | i
O=C(NCc1ccco1)C1CCCCN1S(=O)(=O)c1ccc(F)cc1 (stereo not given) | i | ? | 0% | 4% | 7% | i | -3% | i | 2% | 0% | i
CCc1ccccc1N(C)C(=O)CCc1nc(-c2ccc(C)cc2)no1 | i | i | -5% | ? | 30%[activator] | i | 14% | i | 1% | 0% | ?
O=C(CCc1ccc(S(=O)(=O)N2CCOCC2)cc1)NCCCN1CCCC1=O | i | i | 0% | 2% | 24% | i | -3% | i | 3% | -2% | i
CCOc1ccc(NC(=O)C2CCC(N3C(=O)C4CC=CCC4C3=O)CC2)cc1 (stereo not given) | i | ? | -1% | 2% | 2% | i | 2% | i | -2% | 1% | ?
CCCc1nc2ccccc2c(=O)n1/N=C/c1ccc(O)c(O)c1 | i | i | -1% | -6% | -5% | i | 45% | i | -5% | -1% | i
O=C(COC(=O)c1ccc(=O)n(Cc2ccccc2)n1)Nc1ccc2c(c1)OCCO2 | i | ? | 1%[0.00368 µM] | -3% | 13% | ? | -15% | i | 3% | 2% | ?
COc1ccc(NC(=O)CSc2nccn2-c2cccc(OC)c2)cc1 | i | ? | 0% | 9% | -8% | i | -3% | i | 3% | 1% | i
CN(C)C(=O)c1ccc(-c2ccc3ncnc(NCc4cccs4)c3c2)cc1 | i | i | ? | 1% | 32µM* | i | -6% | i | -2%[2.29 µM] | -6% | i

Eleven compounds already listed, arranged by SMILES length, high to low:
SMILES | 4-MU autofl | Fluorescein autfl | Caspase-7 inhib | HEK293 cAMP cs | ERK AVP block | A350 fluor | Tau filament bind | Rhodamine autofl | FLuc inh | Casp1 inh | Texas Red fluor
Cc1cc(C)c2cc(C(c3nnnn3C3CCCC3)N3CCOCC3)c(=O)[nH]c2c1 (stereo not given) | ? | i | -1% | 10% | 3% | ? | -10% | i | 3% | -1% | i
CCOc1ccc(NC(=O)C2CCC(N3C(=O)C4CC=CCC4C3=O)CC2)cc1 (stereo not given) | i | ? | -1% | 2% | 2% | i | 2% | i | -2% | 1% | ?
COc1ccc2[nH]cc(CCNc3nc(-c4ccoc4)nc4ccccc34)c2c1 | i | ? | -2% | -8% | ? | i | 4µM* | i | 0%[2.29 µM] | 1% | i
COCCn1cc(C(=O)N2CCCC(C)C2)c2c3ccccc3n(C)c2c1=O (stereo not given) | 6.6e-07M* | i | -3% | 18% | -16% | 7e-07M* | 17% | i | 3% | -1% | i
CCc1ccccc1N(C)C(=O)CCc1nc(-c2ccc(C)cc2)no1 | i | i | -5% | ? | 30%[activator] | i | 14% | i | 1% | 0% | ?
CC(=O)Nc1cccc(NC(=O)CSc2nnnn2Cc2ccccc2)c1 | i | ? | -1% | 5% | -2% | i | -4% | i | 5% | 3% | ?
COCCCn1c(SCC(=O)N2CCCC(C)C2)nnc1-c1ccco1 (stereo not given) | i | ? | 0% | ? | -3% | ? | -8% | i | -1% | 1% | i
CCS(=O)(=O)n1nc(-c2ccc(C)cc2)nc1N | i | i | 2% | -4% | -11% | i | -9% | i | 1% | -1% | i
Cc1cc2c(c(Sc3ccccc3)n1)C(=O)OC2 | i | i | 0% | 3% | -16% | i | -4% | i | -2% | 2% | i
O=c1c2ccccc2ncn1Cc1nc2ccccc2s1 | i | ? | 5% | 2% | -18% | i | -4% | i | -37% | -1% | ?
CC(C)(O)C#CC#CCN1CCOCC1 | i | ? | 1% | 0% | 7% | i | 13% | i | 1% | -2% | ?

Other records.
SMILES | 4-MU autofl | Fluorescein autfl | Caspase-7 inhib | HEK293 cAMP cs | ERK AVP block | A350 fluor | Tau filament bind | Rhodamine autofl | FLuc inh | Casp1 inh | Texas Red fluor
CCN1CCc2c(C#N)c(N3CCOCC3)nc(NCCO)c2C1 | 9.8e-08M* | i | . | . | . | 1.1e-07M* | . | i | -1%[25.5 µM] | . | i
C=CC(=C)CC(NC)c1ccccc1 (stereo not given) | i | i | -2% | 27% | 11% | i | -6% | i | 2% | -3% | i
COC(=O)c1ccccc1NC(=O)CN1CCC(C(=O)c2ccc3c(c2)OCCO3)CC1 | i | i | -5% | ? | ? | i | 18% | i | 0% | -3% | i
C#CCCCC(=O)Nc1ccccc1 | . | . | -2% | 12% | 12% | . | 8% | . | . | 2% | .
CCOC(=O)c1nc(S(C)(=O)=O)ncc1N1CCOCC1 | i | i | 0% | -2% | -6% | i | 5% | i | 1% | 1% | i
COc1ccc(S(=O)(=O)N2CCCC2C(=O)Nn2cnnc2)cc1 (stereo not given) | i | i | 8% | -4% | 13% | i | 3% | i | -1% | 3% | i
COCCNC(=O)c1ccc(N2CCCCC2)c(NS(=O)(=O)c2ccc(C)cc2)c1 | i | i | -1% | 5% | -4% | i | 6% | i | 0% | 1% | ?
COC(=O)Cc1c(C)nc2nc(NCc3c(F)cccc3Cl)[nH]n2c1=O | i | i | -2% | ? | -14% | i | -4% | i | 0% | -2% | i
O=C(NC1CCN(Cc2ccccc2)CC1)C1CCN(S(=O)(=O)c2cccc3nsnc23)CC1 | i | i | 2% | 7% | 0% | ? | -4% | i | 0% | 3% | i
CCC(=O)N(CC)c1nc(-c2ccc(OC)cc2)cs1 | i | ? | -2% | 16% | 12% | i | 5% | i | -19% | -5% | i
O=C(NC1CCCC1)C(c1ccc(O)cc1)N(CC1CCCO1)C(=O)C1COc2ccccc2O1 (stereo not given) | i | ? | -2% | ? | -4% | i | -9% | i | -1% | 4% | ?
Cc1ccc2oc(=O)n(CCOc3ccccc3Cl)c2c1 | . | . | -4% | ? | 21% | . | 121% | . | -1% | -3% | .
COc1ccc(/C(O)=C2/C(=O)C(=O)N(CCN(C)C)C2c2ccccc2)cc1Cl (stereo not given) | . | . | -1% | 12% | 22% | . | -3% | . | 1% | -2% | .
CCOC(=O)c1ncn2c1CN(C)C(=O)c1cc(F)ccc1-2 | i | ? | 5% | 2%&-5% | -31% | i | ? | i | -1%&2% | 2% | i
Cc1cc(C)c(S(=O)(=O)N2CCN(c3nc4c(c(=O)n(C)c(=O)n4C)n3C)CC2)c(C)c1 | i | ? | 2% | ? | -5% | i | 10% | i | 2% | -2% | i
O=C(Oc1ccc(-c2ccccc2)cc1)N1CCCCC1 | i | i | -1% | 8% | -2% | i | 29% | i | -20% | -1% | ?

Bioassay records deposited in PubChem by National Center for Advancing Translational Sciences (NCATS).
